# Assay outcomes (PubChem)
# mcGAS lum: mouse cGAS inhibition by luminescence; recombinant cGAS, Kinase-Glo ATP depletion luminescence; Q8C6L5; AID 1259399; inhibition, % at 12.5 µM; 160,000 tested, 0.15% active;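 further: 0% = negative control wells and 100% = reference inhibitor with no enzyme activity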
# NPYLR7 agonist: mosquito NPYLR7 agonism; HEK293T NPYLR7/Galpha15, GCaMP6s calcium fluorescence; activation, % at 10 µM; 270,000 tested, 0.15% active; AID 1259423; in the data active means activation above about 40%;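 further: 0% = vehicle and 100% = reference agonist at the receptor; some compounds past the cut are filed as inactive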
# hcGAS inh: inhibitors of human cGAS; 290,000 tested, 0.081% active; AID 1259398; inhibition, % at 12.5 µM; recombinant h-cGAS, ATP depletion, Kinase-Glo luminescence;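 further: 0% = vehicle reaction and 100% = reaction without DNA for no activity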
# Target sequence (Q8N884 whole entry, looked up): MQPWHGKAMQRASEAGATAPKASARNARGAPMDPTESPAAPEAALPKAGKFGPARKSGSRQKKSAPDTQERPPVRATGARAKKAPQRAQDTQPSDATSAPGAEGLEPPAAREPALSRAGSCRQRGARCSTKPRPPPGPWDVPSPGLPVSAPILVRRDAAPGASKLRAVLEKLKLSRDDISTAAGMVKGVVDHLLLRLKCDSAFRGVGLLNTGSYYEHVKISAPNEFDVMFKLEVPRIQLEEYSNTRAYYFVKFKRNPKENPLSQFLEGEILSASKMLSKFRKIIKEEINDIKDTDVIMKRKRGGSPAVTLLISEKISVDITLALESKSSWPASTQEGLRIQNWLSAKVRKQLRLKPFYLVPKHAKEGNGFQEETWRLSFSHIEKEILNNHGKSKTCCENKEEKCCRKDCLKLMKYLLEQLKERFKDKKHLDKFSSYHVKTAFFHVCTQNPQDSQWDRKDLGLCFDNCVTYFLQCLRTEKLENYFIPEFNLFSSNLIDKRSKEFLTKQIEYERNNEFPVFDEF
# * hit, by the source's call; nt = no result given; & = joins results of further samples. Unless noted, no stated cut-off is given here; in the data, active means inhibition above about 40%; inactive means the rest.
Compound | mcGAS lum | hcGAS inh | NPYLR7 agonist
CC(C)OC(=O)[C@@H]1CCCN1C(=O)Cc1cc(-c2ccccc2)on1 | nt | 6 | -5
C=C1NO[N+]([O-])=C1COc1ccc(C=O)cc1OC | -6 | -4 | 1
O=C(NCC1CCCN(C(=O)OCc2ccccc2)C1)Nc1nncs1 (configuration not stated) | -12 | -7 | 0
c1cc2nc(NC3CCC3)ccn2n1 | nt | -9 | 3
CCCCN1CC(c2noc(-c3cn(C)cn3)n2)C2(CCOCC2)C1 (configuration not stated) | -2 | 8 | nt
O=C1NC2(CCN(C(=O)c3ccc4c(c3)OCO4)CC2)Nc2cccc(Cl)c21 | -6 | -7 | 35
CC(Sc1nnc2n1CCCCC2)C(=O)N(C)C1CCS(=O)(=O)C1 (configuration not stated) | nt | -3 | 2
Cc1cc(N(C)Cc2ccccc2)nc(SCc2cccc(C(=O)O)c2)n1 | -3 | -3 | 5
CN1C(=O)C2(CCCN(C(=O)CCc3csc(N)n3)C2)c2ccccc21 (configuration not stated) | nt | 0 | -1
O=S(=O)(NCCC1CN(Cc2ccco2)CCO1)C1CC1 (configuration not stated) | -18 | -5 | nt
CC(=O)N1N=C(c2ccc(Br)cc2)CC1c1nc2ccccc2[nH]1 (configuration not stated) | -4 | 13 | 3
O=C(CN1CCc2sccc2C1c1ccc(Cl)cc1)N1CCN(C(=O)c2ccc3c(c2)OCO3)CC1 (configuration not stated) | -2 | -1 | 9

# Reprinted at random: three records from the list
Compound | mcGAS lum | hcGAS inh | NPYLR7 agonist
CN1C(=O)C2(CCCN(C(=O)CCc3csc(N)n3)C2)c2ccccc21 (configuration not stated) | nt | 0 | -1
CCCCN1CC(c2noc(-c3cn(C)cn3)n2)C2(CCOCC2)C1 (configuration not stated) | -2 | 8 | nt
Cc1cc(N(C)Cc2ccccc2)nc(SCc2cccc(C(=O)O)c2)n1 | -3 | -3 | 5

# Whole records, looked up by structure:
# Entry for C=C1NO[N+]([O-])=C1COc1ccc(C=O)cc1OC : mcGAS lum = -6; hcGAS inh = -4; NPYLR7 agonist = 1
# Entry for O=C(CN1CCc2sccc2C1c1ccc(Cl)cc1)N1CCN(C(=O)c2ccc3c(c2)OCO3)CC1 (configuration not stated) : mcGAS lum = -2; hcGAS inh = -1; NPYLR7 agonist = 9

# Additional structures follow.
Compound | mcGAS lum | hcGAS inh | NPYLR7 agonist
O=S(=O)(c1ccc(Br)c2ccccc12)N1CCCC1 | nt | -6 | 0
CC(=O)Nc1nc(SCC(=O)Nc2nc(C)cs2)[nH]c(=O)c1NC(=O)c1ccccc1 | -7 | 3 | -2
CCOC(=O)NC(=O)COC(=O)[C@@H]1CCCN1C(=O)OC(C)(C)C | nt | 4 | -4
CC(=O)c1cc(C(=O)N2CCc3c(cc(-c4cccc5nc(C)ccc45)c(=O)n3CC3CC3)C2)cs1 | -7 | -12 | 18
C=C1C(C)(C)[C@H]2CC[C@]1(C(=O)N(C)CCCc1cnn(C)c1)C2 | -18 | -4 | 1
COc1ccc(S[C@@H]2C[C@@H](C(=O)N(C)Cc3nonc3C)N(Cc3ccc(O)cc3)C2)cc1 | nt | -1 | -1
COc1cccc(C(=O)N(Cc2csc(COc3cc(C)cc(C)c3)n2)C2CC2)c1 | -7 | -3 | -6
COc1ccc(CC(=O)N2CCC(c3nc(-c4ccccc4Cl)no3)CC2)cc1 | -4 | -4 | -3
CN(C)CCN(Cc1cccs1)CC1CCOC(C)(C)C1 (configuration not stated) | -5 | -9 | nt
Cc1cccc(-c2nc3ccc(C)cn3c2NC(C)(C)C)c1 | -2&-2 | -1&-3 | -6&24
COC(=O)c1ccc2c(=O)n(CC(C)C)c(SCc3ncc(-c4ccc(F)cc4)o3)nc2c1 | nt | -7 | 11
Cc1cc(NCC2CCCO2)n2nc(C)c(-c3ccccc3Cl)c2n1 (configuration not stated) | -3 | 4 | 1
COc1ccc(CCC(=O)Nc2c(C)nc3cc(C)ccn3c2=O)cc1 | nt | 5 | -4
CSc1ccccc1NC(=O)CCN1CCN(c2ccccn2)CC1 | -9 | -6 | 0
OCCN(Cc1ccccc1)Cc1cn[nH]c1-c1ccc(F)cc1F | nt | -1 | -1
CCSc1ccccc1C(=O)N1CCN(c2ncnc3c2nnn3C)CC1 | nt | -4 | 1
N#CCN1C(=O)NC2(CCCc3sccc32)C1=O (configuration not stated) | nt | -5 | 2
Cc1cccc(OCCN2CCCN(C(=O)c3ccco3)CC2)c1C | nt | 2 | -9
O=C(c1ccc(SCc2ccccc2)nc1)N1CCc2ccccc2C1 | -4 | -6 | 14
Cc1ccc2nc(COC(=O)Cc3ccsc3)cc(=O)n2c1 | -5 | -9 | -1
O=C(c1ccco1)N1CCN(CC(OCc2ccc(C(F)(F)F)cc2)c2ccc(Cl)cc2)CC1 (configuration not stated) | -7 | -8 | -3
Cc1nc(CN(C)Cc2nc(C(c3ccccc3)c3ccccc3)no2)cs1 | -2 | 0 | -2
COc1cc(C=NOCc2cc([N+](=O)[O-])cc3c2OCOC3)ccc1OC(F)F | nt | -1 | 4
COc1ccc(NC(=O)Cn2nc(SC)c(S(=O)(=O)c3ccc(F)cc3)c2N)cc1Cl | -4 | -1 | -18
Cc1c(CC(=O)N2CCC(C(N)=O)CC2)c(=O)oc2c(C)c(O)ccc12 | -8 | -3 | -11
CCOCCn1nc(C)cc1C(=O)N1CCCC2(CNC(=O)O2)C1 (configuration not stated) | nt | -3 | 3
Cc1ccc(NC(=O)N(CC(=O)N(CCc2ccccc2)Cc2ccc(C)o2)C2CC2)cc1 | -4 | -2 | 2
CC1(C)Cc2cc(CNC(=O)CC3C(=O)NCCN3C3CCCC3)ccc2O1 (configuration not stated) | -12 | -4 | -5
CC1(C)CC(NC(=O)CCc2nnc(Cc3cccc(C(F)(F)F)c3)o2)CCO1 (configuration not stated) | nt | -8&-5 | 23&-2
O=C(NCC1CCCO1)c1ccccc1N1CCC(NC(=O)C2CCCC2)CC1 (configuration not stated) | 0 | 0 | -1
O=C(CSc1nc2ccccc2n1Cc1ccccc1)N/N=C\c1ccccc1C(F)(F)F | 2 | -4 | -4
COc1ccccc1N=c1oc2ccc(Br)cc2cc1-c1nc2ccccc2[nH]1 | -7 | -3 | -5
O=C(O)CSc1cccc2cccnc12 | nt | -5 | 2
O=P1(NC2CCCCC2)C=C(c2ccccc2)SC(c2ccccc2)=C1 | 0 | 0 | 8
CCOc1cc(C(=O)Nc2c3c(nn2C(C)(C)C)CS(=O)C3)cc(OCC)c1OCC (configuration not stated) | nt | -2 | -1
O=C(C1=CCCC1)N1CC[C@@H](N2CCN(c3ccccc3F)CC2)[C@H](O)C1 | nt | -7 | 1
CC(C)NC(=O)CCn1cnc2ccc(Br)cc2c1=O | nt | -10 | 2
CCOc1ccc(Cl)cc1CN(C)Cc1cc2n(n1)CCNC2 | nt | -2 | 17
CCCNC(=O)Cn1nc2c(c1NC(=O)COc1ccc(Cl)cc1Cl)CSC2 | -8 | -4 | -8
COC(=O)c1cccnc1N1CC[C@@H](c2ccc3ccccc3c2)[C@H](O)C1 | -10 | -3 | 7
CCCn1ccnc1CN1CCC(N2CCCC2=O)CC1 | nt | -2 | -2
O=C(c1cccc(-c2ccccc2F)c1)N1CCCC(CO)(Cc2ccccc2)C1 (configuration not stated) | -3 | -6 | -11
Cc1cc(C)cc(N(CCC(=O)N2CCNC(=O)C2)S(=O)(=O)c2ccc(Cl)cc2)c1 | nt | -4 | 9
O=C(NCCc1ccc(Cl)cc1Cl)c1ccc(-c2cccc(C(F)(F)F)c2)s1 | -6 | -4 | 1
CN1CCCC2(CC1)CCN(C(=O)CN1CCOC1=O)CC2 | nt | 2 | -1
Cn1ccsc1=NC(=O)c1ccc(C2SCCS2)cc1 | nt | -8 | 3
CC(C)C(=O)Nc1cccc(NC(=O)NCCc2ccncc2)c1 | nt | -8 | 11
CCOC(=O)/C(=N\O)C1=NC2(CCCCC2)Cc2ccccc21 | nt | 1 | -13
CSCCNC(=O)CC1C(=O)NCCN1CC1CCCCC1 (configuration not stated) | nt | -10&1 | 4&1
CCN(Cc1ccccc1)C(=O)CN1C(=O)c2ccccc2C1=O | -8 | 0 | 7
CCc1cnc(N2CC3ON=C(c4ccc(F)cc4)C3C2)nc1 (configuration not stated) | nt | -7 | 2
CC1CCc2sc3nc[nH]c(=O)c3c2C1 (configuration not stated) | 6 | 0 | 1
O=C(Cc1ccc(Cl)cc1Cl)Nc1ccc(NC(=O)C2CC2)cc1C(F)(F)F | nt | -3 | 2
COc1cccc2c(SCC(=O)N3CCCC3)nccc12 | nt | -2 | -4
COc1ccc(OC)c(-c2nc3ccc(C)cn3c2NC(C)(C)CC(C)(C)C)c1 | -8&1 | -10&2 | 9
CCCCCCSc1s[nH]c(=O)c1C#N | nt | 0 | 4
Cc1oc(C)c(S(N)(=O)=O)c1C(=O)Nc1ccc(C(C)C)cc1 | nt | -13 | -3
COC(C)(C)CC(C)NCc1nc(C)c2c(n1)CCCC2 (configuration not stated) | nt | -10 | 0
CCCCNC(=O)n1c(SC)nc2ccccc21 | -3 | -1 | -1
O=C(CSc1nc2ccccc2s1)NNC(=O)Nc1ccc(Cl)c(Cl)c1 | 1 | -3 | -8

# (more compounds)
Compound | mcGAS lum | hcGAS inh | NPYLR7 agonist
O=C(NCCc1ccccn1)c1coc(CN(Cc2cccc(C(F)(F)F)c2)Cc2ccc(Cl)cc2Cl)n1 | -3 | -3 | nt
c1ccc(NC2CCCN(C3CCSCC3)C2)cc1 (configuration not stated) | nt | -3 | -2
COc1ccc(-c2nc(N3CCN(c4ccccc4F)CC3)c3ccccc3n2)cc1 | 1 | -2 | -8
C=CCN(CCC(=O)NC(N)=O)c1nc2c(s1)CCCC2 | nt | -5 | 7
CCOC(=O)C1CCCN(C(=O)c2coc(CN(Cc3cccc(C(F)(F)F)c3)Cc3cccc(OC)c3OC)n2)C1 (configuration not stated) | -5 | -5 | nt
Cc1nn(Cc2ccccc2Cl)c(C)c1[N+](=O)[O-] | nt | -4 | -5
Cc1ccc(C(C)NC(=O)COC(=O)CN(C)c2ncccn2)cc1C (configuration not stated) | nt | -10 | 10
Cc1ccccc1NC(=O)N1CCc2c(c3cc(F)ccc3n2C)C1 | -2 | 0 | nt
COC(=O)CSCc1nnc(-c2ccc(Br)o2)o1 | -17 | -8 | 3
CCNC(=O)c1sc(-c2ccc(C(F)(F)F)cc2)nc1C | nt | -13 | 3
COc1cccc(NC(=O)c2cc(-c3ccc(Cl)cc3)nc3ccccc23)c1 | -1 | -1 | -1
Cc1cccc(C(=O)N2CCN(c3ncccc3C(=O)NCc3ccc4c(c3)OCO4)CC2)c1C | -7 | -6 | 9
Cc1cc(=O)[nH]c(-c2ccc(NC(=O)c3cc(F)ccc3C)cc2)n1 | nt | -9 | 5
Cc1ccc(-c2n[nH]c(=S)n2CC(=O)Nc2ccc3c(c2)OC2(CCCC2)O3)cc1 | nt | -6 | 8
Nc1cc(-c2ccc(Cl)c(Cl)c2)nn1-c1ccc(C(=O)NCCc2cccc(Cl)c2)cc1 | -4 | -4 | 0
O=C(c1cc(Cn2cnc3ccccc32)[nH]n1)N1CCC1c1ccc(F)cc1 (configuration not stated) | nt | -4 | 6
CCOC(=O)C1CCN(C(=O)c2cc(-c3ccccc3F)nn2-c2ccc(Cl)c(Cl)c2)CC1 | -4 | -11 | -5
CCOc1ccc(/C=N\Nc2nc(-c3ccc(OC)c(OC)c3)cs2)cc1 | -8 | -9 | -3
CCc1nc(C)c(C(C)=O)c(SC(C)C(=O)NCC(F)(F)F)n1 (configuration not stated) | nt | -9 | 4
O=C(/C=C/c1ccncc1)Nc1ccc(NCC2CCCO2)c(F)c1 (configuration not stated) | 1 | 3 | 9
CCCc1nc(N2CCN(C(=O)Nc3ccccc3F)CC2)c2c(-c3cccc(C(F)(F)F)c3)noc2n1 | -6 | -5 | 19
CCOC(=O)Cn1c(=O)c2c(nc3n(CC)c(C)c(C)n23)n(C)c1=O | -1 | 1 | 13
Cn1cc(SCC(=O)NCc2cc(=O)[nH]c(C(C)(C)C)n2)c2ccccc21 | -15 | -5 | 11
CCCNC(=O)C(C)NC(=O)c1n[nH]c(C(C)C)c1Br (configuration not stated) | nt | -13 | 1
CC(C)(C)c1ccc(C(=O)N=Nc2c(O)[nH]c3ccccc23)cc1 | -6 | -9&-3 | 6&-2
CCc1nc2ccc(C(=O)NC(C)(C)C)cn2c1N(C)C(=O)c1cccc(OC)c1 | -3 | -6 | 23
O=C(O)c1ccc(-c2ccc3cc(C45CC6CC(CC(C6)C4)C5)c(O)cc3c2)cc1 | nt | 0 | -18
COc1ccc(-n2c(Cc3ccccc3)nnc2SCc2ccc(C(=O)NCc3ccco3)cc2)cc1 | -5 | -7 | 7
c1csc(-c2nnc(SCc3cscn3)n2C2CC2)c1 | nt | -2 | 1
O=C(NC(c1ccc(F)cc1)c1ccc2ccccc2n1)C1CCN(Cc2ccccn2)CC1 (configuration not stated) | -3 | -3 | 5
CCOC(=O)c1nn(-c2ccccc2)c(=O)cc1OS(=O)(=O)c1ccc(OCC)cc1 | -4 | -7 | -2
O=C(O)c1cc(C2=CCCCC2)cc(S(=O)(=O)NCC2CCCO2)c1 (configuration not stated) | nt | -2 | 4
Cc1ccc(C2(O)CCN(C(=O)c3cc4nc(C)cc(C)n4n3)CC2)nc1 | -16 | -4 | 3
O=C1CSC(c2cc3c(cc2Br)OCO3)N1c1ccccc1 (configuration not stated) | nt | -3 | -6
Cc1ccccc1CN1CCNC(=O)C1CC(=O)NCCc1ccccc1F (configuration not stated) | -11 | -11 | 12
CO[C@H]1CN(C(C)C)C[C@@H]1NC(=O)Nc1cnn(C(C)C)c1 | 2 | 4 | nt
CSc1ccccc1C(=O)N(CCC(N)=O)C(C)C | -1 | 0 | nt
CCNC(=O)C1(C)CCN(Cc2ccc(C(F)(F)F)cc2)C1 (configuration not stated) | nt | -11 | 2
CC1=C(C(=O)OC(C)C)C(c2ccc(N(C)C)cc2)NC(=O)N1 (configuration not stated) | -4 | 2 | -7
